Compound activity: PubChem BioAssay, several laboratories
CDK5 inh = inhibitors of human CDK5/p35 kinase, primary screen, biochemical, single concentration. hit rate 0.01% among 330,000. Recombinant CDK5/p35, ADP-Glo luminescence, 60 min. inhibition, % at 10 µM. Cyclin-dependent kinase 5 (Homo sapiens) + Cyclin-dependent kinase 5 activator 1 (Homo …;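 active = highest replicate inhibition of at least 50% and at least 75% of replicates reaching 50%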;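 also: plate controls were DMSO neutral control for no effect and GW8510 at 10 µM for full effect; many of its hits are not listed in these tables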
Target sequence (Q00535 whole entry, looked up): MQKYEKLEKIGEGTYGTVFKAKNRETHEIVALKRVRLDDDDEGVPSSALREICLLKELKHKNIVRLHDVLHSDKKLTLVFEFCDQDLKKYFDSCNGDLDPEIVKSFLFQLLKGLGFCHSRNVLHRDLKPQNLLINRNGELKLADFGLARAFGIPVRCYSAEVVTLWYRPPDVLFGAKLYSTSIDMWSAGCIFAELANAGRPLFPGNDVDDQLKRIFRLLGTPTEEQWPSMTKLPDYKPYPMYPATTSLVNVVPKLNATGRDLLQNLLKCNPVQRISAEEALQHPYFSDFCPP
Target sequence (Q15078 whole entry, looked up): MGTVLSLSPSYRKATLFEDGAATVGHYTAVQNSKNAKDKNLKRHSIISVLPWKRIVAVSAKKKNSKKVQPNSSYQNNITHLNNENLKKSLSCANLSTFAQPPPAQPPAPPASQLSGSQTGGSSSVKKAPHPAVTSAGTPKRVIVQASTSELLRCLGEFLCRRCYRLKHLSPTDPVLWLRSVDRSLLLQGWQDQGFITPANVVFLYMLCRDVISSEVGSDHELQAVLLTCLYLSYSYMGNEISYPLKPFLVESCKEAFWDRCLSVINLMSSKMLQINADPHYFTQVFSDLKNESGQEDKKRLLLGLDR
CAL PDZ FP-1 = untagged CAL PDZ binding inhibitors, primary screen, biochemical, fluorescence polarization, HTS | Golgi-associated PDZ and coiled-coil motif-containing protein (Homo sapiens), Q9HD26 | purified CAL PDZ, TMR-peptide fluorescence polarization, 1 h | inhibition, % at 24.9 µM | hit rate 0.92% among 300,000 | AID 602252, 2012;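 active = mean inhibition of at least 30% with at least half of replicates also reaching 30%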;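 also: 0% = DMSO neutral control and 100% = excess unlabeled competitor peptide PRC23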
MITF TRPM1 HTS = activators of MITF-driven TRPM1 promoter reporter, primary screen, cell-based, SK-MEL-5, luciferase, single point | hit rate 0.75% among 300,000 | activation, % at 12.5 µM | AID 588334, 2011 | SK-MEL-5 TRPM1-promoter luciferase, 24 h; % of positive control, neutral wells = 0;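 active = mean activation of at least 80% with every replicate also reaching 80%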;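 also: 0% = neutral control wells and 100% = parthenolide positive control wells; values of inactives mirror those of a sister screen read the other way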
V-ATPase pHluor = regulators of yeast V-ATPase proton pumping, primary screen, pHLuorin cytosolic pH fluorescence; S. cerevisiae; response, % at 10 µM; hit rate 0.37% among 350,000; AID 504577, 2011; in the data active = response mostly above about 7.3%, no sharp cut-off; inactive = mostly below about 5.4%; also: actives read high; inactives centre near 0; some compounds called inactive have numbers as strong as hits; reference of the scale not given here
Tat transport = E. coli Tat export inhibitors, primary screen, MC4100, TorA-mCherry reporter, fluorescence, single point | hit rate 0.036% among 340,000 | inhibition, % at 10 µM;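 active = mean replicate inhibition at least 50% and at least half of replicates individually reaching 50%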;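 also: exported cargo escapes ClpAP degradation while cytoplasmic cargo is degraded and loses fluorescence; 0% = median of neutral control wells and 100% = median of NaSCN control wells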
CAL PDZ FP-2 = CAL PDZ peptide-binding inhibitors, primary screen, biochemical, fluorescence polarization, Cer-tagged CAL PDZ, HTS. Golgi-associated PDZ and coiled-coil motif-containing protein (Homo sapiens), Q9HD26. inhibition, % at 20 µM. AID 504414, 2011. hit rate 0.02% among 330,000. purified CAL PDZ, TMR-peptide fluorescence polarization, 1 h;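 active = highest replicate inhibition of at least 40%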;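 also: plate controls were DMSO neutral control wells for no effect and unlabeled competitor peptide control wells for full effect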
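System: purified tagged CAL PDZ domain construct (CerCALP). Schedule: 1 h incubation at room temperature before polarization reading. Medium: 25 mM sodium phosphate pH 7.4, 150 mM NaCl, TCEP, IgG, Thesit. Read-out: percent inhibition from loss of millipolarization. Measured by: FP readout, S and P plane fluorescence. Probe or stimulus: fluorescent TMR peptide probe.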
RTF Ca sens act = cardiac RTF calcium sensitivity activators, primary screen, biochemical, IANBD-TnC fluorescence, EC20 calcium. AID 493008, 2010. Troponin I, cardiac muscle (Homo sapiens) + Troponin T, cardiac muscle (Homo sapiens) + …. activation, % at 7.2 µM. IANBD-labeled TnC RTF fluorescence at EC20 calcium; 0% EC20 calcium, 100% full calcium. hit rate 0.24% among 340,000;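 active = activation above the mean over all tested compounds plus 3 SD, cut at about 30% in these data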;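 also: rise in fluorescence read as greater calcium sensitivity of cardiac thin filaments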
Rtt109 HAT inh = inhibitors of C. albicans Rtt109/Vps75 HAT, primary screen, biochemical, ThioGlo CoA-SH fluorescence, plate reader; Histone acetyltransferase RTT109 (Candida albicans (strain SC5314 / ATCC MYA-2876)), …; purified Rtt109/Vps75, 4 h; inhibition, % at 34.9 µM; hit rate 0.16% among 330,000;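 active = inhibition of at least 50% in every replicate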
Target sequence (Q5AAJ8 whole entry, looked up): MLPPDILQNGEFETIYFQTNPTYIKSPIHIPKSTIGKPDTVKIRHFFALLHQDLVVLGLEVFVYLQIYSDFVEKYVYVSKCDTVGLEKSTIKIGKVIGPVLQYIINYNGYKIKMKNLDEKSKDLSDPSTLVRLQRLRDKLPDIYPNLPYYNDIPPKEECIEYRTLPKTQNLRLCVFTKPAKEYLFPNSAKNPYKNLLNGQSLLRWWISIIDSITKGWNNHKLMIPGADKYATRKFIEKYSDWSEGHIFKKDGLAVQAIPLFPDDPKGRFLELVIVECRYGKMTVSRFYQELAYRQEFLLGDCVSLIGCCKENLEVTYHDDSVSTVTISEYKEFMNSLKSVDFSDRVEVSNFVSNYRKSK
Wnt bcat act = Wnt/beta-catenin pathway activators, primary screen, cell-based, plate reader, single point. Wnt/beta-catenin reporter cell assay, activator. activation, % at 9.35 µM. hit rate 1.2% among 300,000; in the data active = activation above about 30%, passing the limit was not always enough;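 also: 0% = neutral control wells and 100% = positive control wells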
dFosB activator = activators of delta FosB homodimer, primary screen, biochemical, fluorescence polarization, TAMRA-CDK5 oligo, single point. hit rate 0.99% among 340,000. purified delta FosB; percent of positive-control signal above neutral wells. activation, % at 25 µM;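 active = mean activation above about 17%, with every replicate also reaching it, limit read from the data, passing the limit was not always enough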;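 also: fluorescence polarization rise as delta FosB binds a TAMRA Cdk5 AP-1 oligo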
An asterisk follows results filed as active; · = not tested or not shown.

nr | Molecule | CDK5 inh | CAL PDZ FP-1 | MITF TRPM1 HTS | V-ATPase pHluor | Tat transport | CAL PDZ FP-2 | RTF Ca sens act | Rtt109 HAT inh | Wnt bcat act | dFosB activator
1 | C=C(C)C1CC=C(C)/C(=N\NC(=O)CCC(=O)Nc2ccc(C)c(C)c2)C1 (configuration not stated) | -0.4 | 27.5 | -3.6 | -5.9 | 1.1 | -1.0 | -1.2 | -6.4 | -2.9 | -15.8
2 | CCc1nnc(NS(=O)(=O)c2ccc(NC(=S)NC(=O)c3ccncc3)cc2)s1 | -1.2 | -6.1 | -2.5 | -1.4 | 3.0 | -0.8 | 9.1 | 15.3 | -0.1 | 10.9
3 | COc1ccc(N2CCC(CNC(=O)Nc3cccc(OC)c3)C2)cc1 (configuration not stated) | -0.5 | 1.8 | -8.3 | 0.5 | 1.6 | · | 0.3 | 5.2 | · | -13.5
4 | COc1ccc(OC)c(C(=O)c2ccc(C(=O)N3CCCCC3)cc2)c1 | 0.4 | -3.1 | · | 0.3 | -5.4 | -1.3 | 1.2 | -2.0 | · | -11.0
5 | NC[C@H](Cc1ccccc1)NCCc1cc(C(F)(F)F)cc(C(F)(F)F)c1 | 1.2 | 0.1 | -16.6 | -4.3 | 4.3 | 0.8 | -1.7 | -8.3 | -2.1 | -14.8
6 | CCN(C[C@H]1N[C@@](Cc2ccccc2)(C(=O)OC)[C@H]2C(=O)N(C)C(=O)[C@@H]12)C(=O)c1ccccc1 | -0.9 | -4.8 | 8.7 | 1.1 | -1.7 | 0.9 | -1.4 | 3.6 | -1.0 | -5.5
7 | COCCNC(=S)N1CCc2cc(OC)c(OC)cc2C1COc1ccc(F)cc1 (configuration not stated) | 0.5 | 5.8 | -4.7 | 6.6 | -0.3 | -0.2 | -2.3 | 13.9 | -4.0 | -5.1
8 | N/C(=N\OC(=O)CN1C(=O)c2ccccc2C1=O)c1ccc(Br)cc1 | -0.1 | · | 0.5 | -0.1 | -4.1 | -0.5 | 1.7 | 3.7 | -0.5 | 0.6
9 | CC1(C)C(=O)Nc2ccccc2N1C(=O)COC(=O)CNS(=O)(=O)c1ccc(Br)cc1Cl | 0.1 | -6.4 | 5.6 | 3.7 | -10.0 | -0.8 | 3.8 | 0.3 | 1.8 | -16.4
10 | O=C(Nc1ccc(Cl)c(Cl)c1)C1CCCCC1 | 0.9 | -1.7 | 19.6 | 1.5 | -7.1 | -2.8 | 4.0 | -1.1 | 6.6 | -2.2
11 | Cc1ccccc1OCCNCC(C)O (configuration not stated) | 0.5 | -0.7 | 13.6 | -2.7 | -0.6 | -0.6 | -0.5 | 0.6 | -4.2 | -7.2
12 | CCOC(=O)c1c(NC(=O)COC)sc(C)c1C | -0.6 | -2.2 | -0.1 | 2.7 | -7.7 | -1.9 | -5.9 | 0.1 | · | -1.3
13 | CSc1ncccc1C(=O)NNC(=O)c1ccc(NS(=O)(=O)c2cccs2)cc1 | 0.5 | -1.2 | 1.3 | -2.2 | -5.1 | -2.2 | 2.6 | 32.0 | -4.5 | -6.2
14 | CCOC(=O)C1C(=O)NC(SCC(N)=O)=C(C#N)C1c1ccccc1OCC (configuration not stated) | 0.6 | -6.4 | · | 1.4 | -6.0 | -1.3 | 37.8* | 12.4 | · | 0.4
15 | Cc1ccc(S(=O)(=O)NNC(=O)c2sccc2-n2cccc2)cc1 | -0.2 | · | · | -2.9 | 0.3 | -0.7 | 8.6 | 6.3 | · | -6.6
16 | CC(C)OC(=O)c1ccc(NC(=O)CSc2nc3ncccc3[nH]2)cc1 | 0.0 | -4.1 | 12.8 | 1.4 | -30.2 | -4.8 | 3.1 | 0.1 | -5.8 | -4.4
17 | CSc1ncccc1C(=O)Nc1cccc(S(=O)(=O)N(C)c2ccccc2)c1 | -1.1 | -9.8 | 9.5 | -1.6 | 0.3 | -2.6 | 3.0 | -3.7 | -1.7 | -8.7
18 | CC1CN(C(=O)COC(=O)c2cc(Cl)ccc2[N+](=O)[O-])CC(C)O1 (configuration not stated) | -5.1 | -7.0 | · | -2.8 | 4.9 | -3.5 | 1.8 | 0.5 | -1.3 | 0.2
19 | COc1ccc(NC2CCCN(C(=O)c3ccc(OC)o3)C2)cc1 (configuration not stated) | -0.9 | -4.3 | -6.9 | -1.9 | 0.7 | 0.8 | 2.9 | -9.1 | -0.6 | 3.2
20 | CCc1c(C(C)=O)oc2ccc3c(C)cc(=O)oc3c12 | 1.3 | -2.9 | 23.1 | -2.8 | -1.5 | -2.3 | -5.6 | -4.4 | -0.9 | -16.1
21 | Cc1noc(C)c1C(=O)OCC(=O)c1c(N)n(CC(C)C)c(=O)n(C)c1=O | 0.1 | -5.0 | 15.4 | 1.4 | -2.2 | 0.7 | 6.1 | 4.2 | -0.7 | 1.6
22 | Cc1cc(C(C)(C)C)cc(S(=O)(=O)NCCc2ccncc2)c1C | 1.3 | -0.8 | -5.2 | -1.8 | 2.6 | -1.0 | -4.0 | 1.0 | 1.2 | -8.4
23 | CCOC(=O)CN1C=C(c2ccc3ccccc3n2)C(C[N+](=O)[O-])c2ccccc21 (configuration not stated) | 0.5 | 1.4 | 16.2 | 1.9 | -6.4 | 1.1 | 35.9* | -7.4 | · | -13.0
24 | COC(=O)C1=NN(c2ccccc2OC)C2C(=O)N(c3ccccc3OC)C(=O)C12 (configuration not stated) | -0.2 | -1.8 | -12.7 | -6.9 | 8.0 | -0.7 | -2.2 | 3.1 | -0.3 | -6.1
25 | O=C(Nc1ccccc1C(=O)N/N=C/c1ccc(O)cc1)c1ccccc1 | 5.1 | -4.9 | 59.5 | 2.2 | 3.7 | -1.7 | -2.5 | 2.7 | 10.5 | 13.3
26 | O=C(N/N=C/c1ccc[nH]1)c1cccc(Br)c1 | 0.1 | -0.4 | 46.8 | -0.8 | 14.3 | -2.6 | 0.1 | -3.0 | 0.6 | 2.5
27 | COc1ccc(C(OC(=O)c2ccco2)C(=O)NC2CCCC2)cc1 (configuration not stated) | -0.9 | -1.0 | -4.3 | -0.9 | 4.6 | -3.1 | -3.9 | 1.8 | 1.0 | -0.2
28 | C=CCNc1nc(N2CCOCC2)c(C#N)c2c1CN(C)CC2 | -2.7 | -2.5 | · | -0.3 | 0.1 | -2.0 | 6.3 | -300.6 | · | -8.6
29 | O=C(Oc1c(Cl)cc(Cl)c2cccnc12)N1CCCCC1 | -0.4 | 1.5 | 10.9 | -0.9 | 4.8 | -1.2 | 6.8 | 4.8 | · | -14.3
30 | N#Cc1ccccc1OCCn1cncn1 | -0.5 | -4.1 | · | -2.9 | -2.5 | -0.1 | -2.3 | 11.1 | 0.2 | 3.3
31 | CC(=O)c1ccc(C(=O)N2CCc3c([nH]c4ccccc34)C2c2cccc(C)n2)s1 (configuration not stated) | -3.1 | -3.5 | -13.9 | 1.4 | -0.3 | 0.0 | 0.3 | -3.8 | 0.5 | -5.0
32 | COc1ccc(N(Cc2ccccc2)S(=O)(=O)c2cccc(C(=O)Nc3ncccc3C)c2)cc1 | -0.4 | · | -1.6 | 1.4 | -9.7 | -0.1 | -6.6 | 3.9 | -3.0 | -8.6
33 | O=C(c1ccc(F)cc1)n1c(=S)nc2ccccn21 | 2.0 | 2.4 | · | -2.7 | -4.8 | 0.2 | -3.6 | 0.9 | 55.5* | -4.9
34 | COc1ccc(CCNC(=O)C(=O)NCC2OCCN2S(=O)(=O)c2ccc(Cl)cc2)cc1OC (configuration not stated) | -0.1 | · | · | -1.9 | 5.8 | 0.5 | -10.8 | -3.0 | -4.0 | -0.8
35 | CS(=O)(=O)N1CCN(c2ccccc2NC(=O)CSc2nnc(-c3ccco3)o2)CC1 | -1.4 | -1.6 | -6.4 | -0.8 | 7.2 | -2.8 | 2.6 | 4.8 | · | -7.6
36 | C/C(=N/NC(=O)CNC(=O)c1ccncc1)c1ccc(Cl)cc1 | 0.9 | 2.3 | 10.1 | 3.6 | -4.8 | -0.4 | -1.0 | -0.5 | 2.8 | -7.9

In the list so far, two contain a nitro group on carbon.
nr | Molecule | CDK5 inh | CAL PDZ FP-1 | MITF TRPM1 HTS | V-ATPase pHluor | Tat transport | CAL PDZ FP-2 | RTF Ca sens act | Rtt109 HAT inh | Wnt bcat act | dFosB activator
18 | CC1CN(C(=O)COC(=O)c2cc(Cl)ccc2[N+](=O)[O-])CC(C)O1 (configuration not stated) | -5.1 | -7.0 | · | -2.8 | 4.9 | -3.5 | 1.8 | 0.5 | -1.3 | 0.2
23 | CCOC(=O)CN1C=C(c2ccc3ccccc3n2)C(C[N+](=O)[O-])c2ccccc21 (configuration not stated) | 0.5 | 1.4 | 16.2 | 1.9 | -6.4 | 1.1 | 35.9* | -7.4 | · | -13.0

The results go on:
nr | Molecule | CDK5 inh | CAL PDZ FP-1 | MITF TRPM1 HTS | V-ATPase pHluor | Tat transport | CAL PDZ FP-2 | RTF Ca sens act | Rtt109 HAT inh | Wnt bcat act | dFosB activator
37 | CCOC(=O)CN(C(=O)COc1nc(-c2ccccc2)cc(C)c1C#N)c1cccc(OC)c1 | 0.8 | -6.6 | -4.1 | -0.6 | 4.8 | -1.7 | 2.9 | -3.0 | -1.3 | -2.0
38 | CCOc1ccc(NC(=O)CN(C)C(=O)CN2C(=O)C3CC=CCC3C2=O)cc1OCC (configuration not stated) | 0.9 | -3.9 | -6.1 | 1.6 | -5.4 | -2.2 | 6.3 | -3.3 | 2.7 | -3.1
39 | O=C([C@H](Cc1ccccc1)NS(=O)(=O)c1ccc(Cl)cc1)N1CC[C@@]2(O)CCCC[C@H]2C1 | 2.6 | -6.3 | -0.9 | 3.7 | -6.1 | -1.7 | -1.4 | 0.5 | · | -1.1
40 | Cc1cc(C)n(Cc2nc3ccccc3n2C)n1 | -1.3 | · | · | 3.0 | 0.2 | -0.7 | -2.9 | -9.4 | -1.6 | -5.7
41 | COc1cccc2sc3cc(C#Cc4ccccn4)ccc3c(=O)c12 | 0.5 | -0.7 | 101.0* | -9.4 | 3.2 | -0.4 | -0.2 | 16.5 | 13.4 | -15.0
42 | CNC[C@@H]1Oc2c(NC(=O)Nc3ccc(F)cc3)cccc2C(=O)N([C@H](C)CO)C[C@@H]1C | -0.7 | -1.0 | -3.3 | -2.0 | 2.2 | -1.0 | 5.1 | 9.6 | -2.4 | -4.8
43 | O=C(Oc1c(Cl)cc(Cl)c2cccnc12)c1cccc([N+](=O)[O-])c1 | -0.2 | -3.0 | -10.6 | 0.1 | 1.7 | -2.7 | 0.6 | 0.7 | · | -6.6
44 | CCN(CC)C(=O)c1[nH]cnc1C(=O)N[C@@H](CC(C)C)C(=O)OCc1ccccc1 | -1.3 | -1.9 | -1.4 | 8.3 | 2.8 | 0.0 | -1.2 | -2.3 | -3.6 | -0.6
